Screening results as filed in PubChem.
MITF act: activators of MITF-driven TRPM1 promoter reporter, primary screen, cell-based, SK-MEL-5, luciferase, single point; SK-MEL-5 TRPM1-promoter luciferase, 24 h; % of positive control, neutral wells = 0; activation, % at 12.5 µM; 300,000 compounds, 0.75% hits;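 active means mean activation of at least 80% with every replicate also reaching 80%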;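 further: 0% = neutral control wells and 100% = parthenolide positive control wells; values of inactives mirror those of a sister screen read the other way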
Tat transport: E. coli Tat export inhibitors, primary screen, MC4100, TorA-mCherry reporter, fluorescence, single point. inhibition, % at 10 µM. 340,000 compounds, 0.036% hits;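 active means mean replicate inhibition at least 50% and at least half of replicates individually reaching 50%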;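 further: exported cargo escapes ClpAP degradation while cytoplasmic cargo is degraded and loses fluorescence; 0% = median of neutral control wells and 100% = median of NaSCN control wells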
CDK5 inh: inhibitors of human CDK5/p35 kinase, primary screen, biochemical, single concentration. Cyclin-dependent kinase 5 (Homo sapiens) + Cyclin-dependent kinase 5 activator 1 (Homo …. Recombinant CDK5/p35, ADP-Glo luminescence, 60 min. inhibition, % at 10 µM. 330,000 compounds, 0.01% hits. AID 488839, 2010;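 active means highest replicate inhibition of at least 50% and at least 75% of replicates reaching 50%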;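 further: plate controls were DMSO neutral control for no effect and GW8510 at 10 µM for full effect; many of its hits are not listed in these tables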
Target sequence (Q00535 whole entry, looked up): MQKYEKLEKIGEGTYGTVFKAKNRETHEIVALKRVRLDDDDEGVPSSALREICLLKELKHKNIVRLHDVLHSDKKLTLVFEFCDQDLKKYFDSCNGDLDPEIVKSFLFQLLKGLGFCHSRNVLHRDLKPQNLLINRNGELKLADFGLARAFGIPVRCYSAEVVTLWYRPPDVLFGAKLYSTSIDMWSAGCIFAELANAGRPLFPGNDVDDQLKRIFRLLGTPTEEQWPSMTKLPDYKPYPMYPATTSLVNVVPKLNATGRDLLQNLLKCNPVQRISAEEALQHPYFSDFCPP
Target sequence (Q15078 whole entry, looked up): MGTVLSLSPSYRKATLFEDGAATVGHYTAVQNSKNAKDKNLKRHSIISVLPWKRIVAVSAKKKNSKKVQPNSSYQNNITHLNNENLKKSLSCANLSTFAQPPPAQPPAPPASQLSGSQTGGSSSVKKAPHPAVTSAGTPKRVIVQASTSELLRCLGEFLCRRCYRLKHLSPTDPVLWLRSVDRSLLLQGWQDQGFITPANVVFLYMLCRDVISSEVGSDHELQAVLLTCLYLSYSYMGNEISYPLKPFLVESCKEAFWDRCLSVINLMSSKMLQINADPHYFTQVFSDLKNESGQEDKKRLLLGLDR
cardiac RTF act: cardiac RTF calcium sensitivity activators, primary screen, biochemical, IANBD-TnC fluorescence, EC20 calcium | IANBD-labeled TnC RTF fluorescence at EC20 calcium; 0% EC20 calcium, 100% full calcium | activation, % at 7.2 µM | 340,000 compounds, 0.24% hits | AID 493008, 2010;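 active means activation above the mean over all tested compounds plus 3 SD, cut at about 30% in these data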;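 further: rise in fluorescence read as greater calcium sensitivity of cardiac thin filaments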
Wnt act: Wnt/beta-catenin pathway activators, primary screen, cell-based, plate reader, single point. Wnt/beta-catenin reporter cell assay, activator. activation, % at 9.35 µM. 300,000 compounds, 1.2% hits; in the data active means activation above about 30%, passing the limit was not always enough;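 further: 0% = neutral control wells and 100% = positive control wells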
Rtt109 Vps75: inhibitors of C. albicans Rtt109/Vps75 HAT, primary screen, biochemical, ThioGlo CoA-SH fluorescence, plate reader | Histone acetyltransferase RTT109 (Candida albicans (strain SC5314 / ATCC MYA-2876)), … | purified Rtt109/Vps75, 4 h | inhibition, % at 34.9 µM | 330,000 compounds, 0.16% hits;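 active means inhibition of at least 50% in every replicate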
Target sequence (Q5AAJ8 whole entry, looked up): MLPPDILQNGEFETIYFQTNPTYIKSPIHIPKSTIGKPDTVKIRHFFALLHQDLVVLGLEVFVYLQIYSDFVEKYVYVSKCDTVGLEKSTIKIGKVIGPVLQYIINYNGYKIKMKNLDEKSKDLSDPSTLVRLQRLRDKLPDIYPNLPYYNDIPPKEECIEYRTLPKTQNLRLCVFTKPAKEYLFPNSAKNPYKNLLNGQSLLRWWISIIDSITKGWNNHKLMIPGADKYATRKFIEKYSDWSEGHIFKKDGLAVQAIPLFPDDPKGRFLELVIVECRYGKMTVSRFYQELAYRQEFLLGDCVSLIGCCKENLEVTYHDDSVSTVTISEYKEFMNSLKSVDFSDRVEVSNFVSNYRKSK
CAL PDZ FP-1: untagged CAL PDZ binding inhibitors, primary screen, biochemical, fluorescence polarization, HTS. Golgi-associated PDZ and coiled-coil motif-containing protein (Homo sapiens), Q9HD26. purified CAL PDZ, TMR-peptide fluorescence polarization, 1 h. inhibition, % at 24.9 µM. 300,000 compounds, 0.92% hits. AID 602252, 2012;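 active means mean inhibition of at least 30% with at least half of replicates also reaching 30%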;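 further: 0% = DMSO neutral control and 100% = excess unlabeled competitor peptide PRC23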
V-ATPase pH: regulators of yeast V-ATPase proton pumping, primary screen, pHLuorin cytosolic pH fluorescence | S. cerevisiae | response, % at 10 µM | 350,000 compounds, 0.37% hits | AID 504577, 2011; in the data active means response mostly above about 7.3%, no sharp cut-off; inactive means mostly below about 5.4%; further: actives read high; inactives centre near 0; some compounds called inactive have numbers as strong as hits
dFosB activator: activators of delta FosB homodimer, primary screen, biochemical, fluorescence polarization, TAMRA-CDK5 oligo, single point. Protein FosB (Mus musculus), P13346. purified delta FosB; percent of positive-control signal above neutral wells. activation, % at 25 µM. 340,000 compounds, 0.99% hits. AID 493131, 2011;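 active means mean activation above about 17%, with every replicate also reaching it, limit read from the data, passing the limit was not always enough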;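 further: fluorescence polarization rise as delta FosB binds a TAMRA Cdk5 AP-1 oligo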
CAL PDZ FP-2: CAL PDZ peptide-binding inhibitors, primary screen, biochemical, fluorescence polarization, Cer-tagged CAL PDZ, HTS. Golgi-associated PDZ and coiled-coil motif-containing protein (Homo sapiens), Q9HD26. purified CAL PDZ, TMR-peptide fluorescence polarization, 1 h. inhibition, % at 20 µM. 330,000 compounds, 0.02% hits. AID 504414, 2011;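 active means highest replicate inhibition of at least 40%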;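 further: plate controls were DMSO neutral control wells for no effect and unlabeled competitor peptide control wells for full effect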
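material = purified tagged CAL PDZ domain construct (CerCALP) | buffer or medium = sodium phosphate/NaCl buffer pH 7.4 with TCEP, IgG, Thesit | reagent = TMR-labelled reporter peptide T*-PRC34 bound in PDZ groove | incubation = 1 h room-temperature incubation prior to read | measured by = fluorescence polarization (mP) | evaluation = percent inhibition from loss of millipolarization | control set = unlabelled peptide and DMSO controls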
Starred values were filed as active, the others as inactive; x = no result given. Compounds were not picked by outcome (roughly 4.1% active in at least one column).

SMILES	MITF act	Tat transport	CDK5 inh	cardiac RTF act	Wnt act	Rtt109 Vps75	CAL PDZ FP-1	V-ATPase pH	dFosB activator	CAL PDZ FP-2
O=C(NC1CC1)c1cc(Cl)nc2ccccc12	5.2	-2.2	-0.1	2.0	2.5	1.6	16.8	-4.1	0.1	-0.2
O=S1(=O)CCC(NC(=S)N2CCOCC2)C1 (stereo unspecified)	-1.3	6.9	-0.8	9.0	-2.9	1.7	0.3	-1.7	-2.9	0.0
Cn1c(Cn2c(=O)sc3ccccc32)nnc1SCC(=O)Nc1ccccc1F	-0.5	-4.6	1.5	3.4	-3.0	4.5	-0.9	5.3	8.3	0.5
Cc1ccc(S(=O)(=O)NCC(=O)N(CC(=O)NC2CCCC2)c2ccc3c(c2)OCCO3)cc1	-5.6	7.9	0.0	-7.1	x	-1.7	-6.7	-0.3	-5.1	x
COc1ccc(S(=O)(=O)N(C)CC(=O)O)c2ccccc12	-2.7	-0.8	-0.2	0.8	-0.5	-9.5	-0.1	4.6	-4.5	0.0
Cc1nn(CC(=O)Nc2ccc(Cl)cn2)c(C)c1Br	5.1	0.1	-0.4	0.4	x	-2.7	-1.2	-1.7	-5.2	-1.8
CN(C)c1cccc(NC(=O)C2(C)CC2(Cl)Cl)c1 (stereo unspecified)	4.0	-1.5	-1.6	5.8	3.1	-1.4	0.3	1.1	-7.7	-3.1
CSCCC(NS(=O)(=O)/C=C/c1ccccc1)C(=O)NCCc1ccc(S(N)(=O)=O)cc1 (stereo unspecified)	-9.8	-4.1	0.7	2.2	1.9	-3.7	-2.0	4.6	-12.9	-1.5
Cc1cccc(NC(=O)Cn2nnc(C(=O)NCc3cccs3)c2N)c1C	4.0	-0.1	1.6	-2.0	-2.2	24.6	3.0	-4.3	42.3*	1.0
COc1cccc(OCc2nnc(SCC(=O)OCc3ccccc3)o2)c1	10.1	9.6	-2.1	-3.1	x	4.3	x	2.1	-3.2	-2.2
CCOC(=O)c1sc(=S)n(-c2ccc(Cl)cc2)c1C	-5.9	-7.2	0.5	-2.9	x	-4.7	-0.5	-0.4	0.5	-1.5
COc1ccc2cc(CN(CC3CCCO3)C(=O)Nc3ccccc3)c(=O)[nH]c2c1 (stereo unspecified)	12.9	0.1	-0.2	-1.1	-1.1	19.9	-2.4	-1.2	-8.6	-6.3
CC(=NNC(=S)N1CCN(C2CCCCCC2)CC1)c1ccccn1	x	6.4	-0.4	6.4	-4.5	3.2	-4.1	-0.2	-11.0	-0.1
COc1ccc(/C=N/NC(=O)CCCCCNC(=O)c2ccccc2)cc1	8.9	3.2	0.1	-1.4	-0.1	-2.3	1.8	10.6	-5.3	-2.3
Cc1ccc(N2CC(C(=O)OCC(=O)Nc3ccc(F)cc3F)CC2=O)cc1 (stereo unspecified)	x	4.2	0.8	-1.7	0.9	19.1	0.6	-0.3	-2.2	0.3
Cc1oc(CC(C)C)c(CN2CCCC2)c1C(=O)O	6.0	-3.1	-1.8	4.0	x	1.8	1.9	-1.9	4.3	-2.0
C=CCN(CC=C)C(=O)CCc1nnc(CCc2c[nH]c3ccccc23)o1	-6.2	3.8	-9.6	-0.7	12.1	-9.8	4.1	-0.5	-0.2	x
Cc1cc(NC(=O)CSc2c[nH]c3ccccc23)no1	-4.9	-6.4	-4.3	0.3	3.6	0.9	-5.5	0.5	4.8	-0.8
C=CCNC(=S)NNC(=O)c1ccc(OCC)cc1	3.3	-1.9	0.2	-0.2	x	16.3	-0.4	1.1	5.5	-2.4
O=C(COc1cc2oc(=O)c3c(c2cc1Cl)CCC3)Nc1ccc(CN2CCOCC2)cc1	10.3	-6.9	1.4	-2.0	-0.7	9.8	1.6	0.2	-2.5	-2.4
CCN(CC)CC(=O)Nc1ccc(C)cc1Br	35.9	4.2	-8.1	-6.0	2.8	3.0	-0.1	-2.7	-0.8	2.0
COCCn1c(=NC(=O)c2cc(Cl)sc2Cl)sc2cc(S(N)(=O)=O)ccc21	1.6	-0.2	0.9	-3.8	-15.1	-0.3	-2.2	0.9	-6.1	-1.0
CC[C@]12CCCN3CCc4c(n(c5ccccc45)C(=O)C1)[C@@H]32	-10.4	3.5	-2.3	-0.5	-6.4	5.9	-4.7	0.9	0.9	-1.7
Cc1ccc(OCC(=O)NNC(=O)c2cc3ccccc3o2)cc1	-8.4	6.4	-1.5	-6.5	x	-2.8	-2.7	0.2	-1.3	-1.0
Cc1ccc(C)c(S(=O)(=O)Nc2cc3c4c(c2)CCC(=O)N4CCC3)c1	11.5	2.0	-0.2	-17.5	-4.6	5.1	x	8.5	-1.3	-1.1
Cc1ccc(C(=O)N2CCN(S(=O)(=O)c3ccccc3[N+](=O)[O-])CC2)o1	0.0	-5.4	0.6	3.6	7.8	0.4	x	-0.9	-7.7	-1.1
Cc1ccccc1-c1noc(CNC(=O)COc2ccccc2)n1	-3.5	0.1	-0.4	0.1	-1.4	-0.3	-4.1	-2.5	-5.9	-1.5
CCOC(=O)C1=C(C)N(CC(C)C)C(=O)/C1=C\c1cccs1	16.8	-2.4	-0.8	-0.5	2.3	-3.6	-0.9	-1.8	-9.8	-0.7
CS(=O)(=O)N1CCC(C(=O)Nc2cc(Cl)cc(Cl)c2)CC1	-1.3	5.1	-0.1	-7.8	-0.8	0.5	-6.2	-3.9	3.1	-0.3
Cc1ccc(NC(=O)CNC(=O)c2ccc(C(C)(C)C)cc2)cc1S(=O)(=O)N1CCOCC1	-2.4	-3.9	0.1	-5.4	-1.1	-0.3	-3.2	-3.2	-11.7	-1.6
COc1cccc(OC)c1OCCCNC1CCCC1	-1.0	-0.7	-1.9	1.1	0.9	39.5	-3.6	4.5	-2.5	-0.7
CC1=Nc2cccc([N+](=O)[O-])c2NC(=O)C1	4.3	1.4	-2.3	3.5	-1.2	4.3	1.2	-5.7	-6.5	-2.2
CC(NC(=O)C(=O)N/N=C\c1ccc([N+](=O)[O-])cc1)c1ccccc1 (stereo unspecified)	1.3	-12.4	-3.5	-4.7	-1.2	x	39.9*	-1.4	3.5	-0.4
CC(=O)c1ccccc1NC(=O)CSc1nc2ccccc2c(=O)n1CCCN1CCOCC1	-2.0	-1.9	1.7	0.2	-2.3	0.9	-4.3	1.8	1.4	-1.0
COC(=O)c1ccc(C(=O)OC)c(NC(=O)C(C)C)c1	-2.1	-1.0	-3.2	2.2	-1.3	2.3	-3.5	2.4	-14.9	0.3
C=CCn1c(=O)c2ccccc2n2c(SC(C)C(N)=O)nnc12 (stereo unspecified)	23.0	-7.1	-1.0	1.6	-2.0	3.2	2.0	-0.9	0.4	x
CS(=O)(=O)c1ccc(C(=O)OCc2nnc(-c3ccc(Cl)cc3)o2)cc1[N+](=O)[O-]	-23.5	6.5	0.2	2.7	x	-11.7	8.0	0.1	0.9	-0.6
Cc1noc(C)c1S(=O)(=O)Nc1cc(C(F)(F)F)ccc1N1CCOCC1	-5.6	-5.7	-1.7	1.7	2.0	2.9	-0.2	0.5	-4.2	-0.3
COc1ccc(OC)c2[nH]c(=O)c(CCNS(=O)(=O)c3ccc(C)cc3)cc12	-0.7	5.1	1.4	-0.7	-0.6	1.6	5.4	-1.9	-6.5	x
CCN(CC)CCN1C(=O)C(=O)/C(=C(/O)c2c(C)[nH]c(C(=O)OC)c2C)C1c1ccccc1 (stereo unspecified)	x	0.3	-1.5	-0.9	x	x	-8.2	-7.8	-4.1	-2.7
Cc1nn(C)c(Cl)c1CN1CCC(CO)(CCOc2ccccc2)CC1	-2.2	-2.7	-0.7	-1.2	-1.6	-3.7	-4.2	-0.7	1.0	-0.1
O=C(CN1C(=O)NC2(CCCCC2)C1=O)Nc1ccc(Cl)cc1	6.7	2.5	-3.9	-0.8	-1.4	0.3	x	0.8	-9.5	-3.7
CCOc1ccccc1OCC(=O)NCCc1ccc(S(N)(=O)=O)cc1	3.3	0.5	1.3	1.0	-0.1	-5.0	0.4	-3.0	-2.5	-1.7
O=C(Nc1ccccc1C(=O)OCC(=O)N1CCc2ccccc2C1)c1ccco1	14.2	7.2	-2.3	-2.7	x	3.4	-0.9	-0.6	-10.4	-1.5
Fc1ccc(-c2nnc3sc(C4COc5ccccc5O4)nn23)cc1 (stereo unspecified)	3.2	8.1	-0.4	-5.3	x	-5.7	x	1.7	-10.6	-6.2
N#CCCN(C(=O)Cn1nc(C(=O)O)c2ccccc2c1=O)c1ccccc1	x	7.2	-0.3	-6.0	-1.9	-4.6	-1.6	-1.0	-8.3	-0.3
COCCn1c(SCC(=O)c2ccc3c(c2)OCCO3)nnc1C(C)C	-0.2	-1.7	1.9	1.2	x	5.4	3.0	2.7	-4.1	-0.3
O=C(O)c1ccc(/C=N/NC(=O)c2cc3c(ccc4ccccc43)o2)cc1	13.5	-2.5	1.7	9.2	-3.5	-7.3	x	-1.5	-14.7	-10.2
O=C(CCN1C(=O)C2C3CCC(C3)C2C1=O)OCC(=O)c1ccc(Br)cc1 (stereo unspecified)	0.4	5.7	-1.5	-0.6	-1.1	4.4	-4.2	-0.8	-3.0	-2.1
CNC(=O)C1Cc2ccccc2CN1S(=O)(=O)c1cccs1 (stereo unspecified)	-7.2	-2.1	-1.7	6.2	4.7	-8.7	-1.6	0.3	2.9	0.6
C/C(CCc1ccco1)=N\NC(=O)CNc1cccc2ccccc12	-5.4	7.4	0.8	0.0	1.2	-1.6	3.9	3.7	-4.4	-3.2

4 compounds from above, showing only V-ATPase pH, cardiac RTF act and dFosB activator:
Molecule | V-ATPase pH | cardiac RTF act | dFosB activator
CCN(CC)CC(=O)Nc1ccc(C)cc1Br | -2.7 | -6.0 | -0.8
C/C(CCc1ccco1)=N\NC(=O)CNc1cccc2ccccc12 | 3.7 | 0.0 | -4.4
Fc1ccc(-c2nnc3sc(C4COc5ccccc5O4)nn23)cc1 (stereo unspecified) | 1.7 | -5.3 | -10.6
Cc1ccc(NC(=O)CNC(=O)c2ccc(C(C)(C)C)cc2)cc1S(=O)(=O)N1CCOCC1 | -3.2 | -5.4 | -11.7

Individual results from the results shown:
Tat transport result of `C/C(CCc1ccco1)=N\NC(=O)CNc1cccc2ccccc12` → 7.4
Wnt act result of `O=C(O)c1ccc(/C=N/NC(=O)c2cc3c(ccc4ccccc43)o2)cc1` → -3.5
